Screening results deposited in PubChem by several laboratories.
Hep lipid drop: modulators of hepatic lipid droplet formation; actives 0.4% (n = 240,000); AID 1656; inhibition, % at 6.5 µM; AML12 mouse hepatocytes, oleate lipid droplets, BODIPY imaging;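 active means lipid droplet intensity inhibited by at least 50%, with more than 500 cells counted; inconclusive means wells with under 300 cells, treated as cytotoxic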
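Assay system: AML12 mouse liver cells | Compound dosing: One dose, 6.5 µM compound | Read-out basis: Droplet intensity reduction, % inhibition | Measured by: Fluorescence imaging, 20x objective, two fields per well | Schedule: Overnight treatment with compound plus oleate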
T cell modulator: modulates CD8 T cell binding to vesicles; calls only at 7 µM; 2C CD8+ T cell-vesicle binding, flow cytometry; stronger effect = lower value; actives 0.068% (n = 330,000);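 active means response, share of CD8 T cells binding vesicles, and their 90th percentile fluorescence all below set limits, cut at about 80% in these data, passing the limit was not always enough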
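material = purified 2C TCR transgenic mouse naive CD8+ T cells | controls = Unloaded micro-vesicles (low), QL9 vesicles with 0.7% DMSO (high) | detection = cytometric PE anti-B7-1 and Alexa647 anti-CD8 signals after 1% paraformaldehyde fixation | incubation = binding step 1.5 h, 37 °C, antibody labelling 20 min, ice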
b-catenin transl: alters nuclear translocation of beta-catenin in HeLa cells; immunofluorescence imaging; nuclear translocation activity, % at 5 µM; actives 0.3% (n = 190,000); AID 1665;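 active means nuclear translocation activity above 50% at 5 µM, with a well cell count of 50 or more; inconclusive means wells under 50 cells across six images, flagged as toxic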;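 further: per-cell ratio of nuclear to cytoplasmic median beta-catenin stain intensity; plate controls were DMSO negative control for no effect and GSK-3 inhibitor IX positive control for full effect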
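test system = HeLa cells, endogenous beta-catenin | dosing = single 5 µM dose plus 0.02–20 µM confirmation series | times = compound treatment 24 h, 37°C, 5% CO2 | technique = beta-catenin immunofluorescence imaging with DAPI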
MT stabilizer: microtubule stabilizers in HeLa cells; % tubulin-high responders, % at 10 µM; actives 0.83% (n = 200,000); HeLa tubulin immunostaining HCS, 24 h; share of cells brighter than vehicle mean+2SD;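 active means plate Z-score above 3 for both tubulin-high and condensed-nucleus cell shares, with cell loss under 80%, at 10 µM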;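 further: anti alpha tubulin signal scored within the nucleus-defined area of each cell; some results filed as inactive read as strong as hits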
Autophagy HCS: alters autophagy in cells | AID 463193 | actives 0.98% (n = 190,000) | calls only at 10 µM (by protocol) | MEF GFP-LC3 puncta imaging; test concentration mostly 10 µM;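 active means percentage of spot-positive cells more than 3 SD above its plate mean, without a fluorescence outlier flag or 80% toxicity; inconclusive means no clear call, values can overlap the other calls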;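 further: spot-positive cell cutoff set from DMSO-treated cells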
Myeloid diff MLP: myeloid differentiation induction. ER-HoxA9 myeloid progenitors, lysozyme-GFP differentiation, flow cytometry. calls only at 10 µM. actives 1% (n = 360,000);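 active means normalized GFP-positive differentiation at or above the plate's own cutoff, the solvent-only control mean plus 3 SD; inconclusive means no clear call, values can overlap the other calls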;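 further: cells exposed to compound for four days before flow analysis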
WT yeast gro inh: growth inhibition of WT yeast, mitochondrial fusion screen; mitochondrial fusion phenotypic screen, WT strain; inhibition, % at 10 µM; actives 2.1% (n = 190,000); in the data active means inhibition above about 58%; tested in S. cerevisiae
Insulin prom up: MIN6 insulin promoter up-regulation. MIN6 insulin promoter-GFP reporter, high-content imaging; stronger effect = higher value. z-score at 5 µM. actives 0.3% (n = 190,000). AID 1625;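 active means z-score above 3 at 5 µM with at least 500 cells counted in the well; inconclusive means wells under 500 cells, flagged as cytotoxic or low count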
West Nile antiviral: West Nile virus antiviral activity, cell-based, CPE readout (AID 1621); West Nile virus-infected cells, CPE inhibition; higher % means a stronger effect; CPE inhibition, % at 10 µM, or IC50 in µM where a hit was titrated; actives 0.02% (n = 290,000); in the data active means a potency from the dose series; inconclusive means CPE inhibition mostly from about 3.7% at the one dose, without a potency; inactive means the rest, 99 in 100 with CPE inhibition below about 2.2%; further: strong numbers were not always called active
WT yeast gro inh mutant strain: also measured in WT yeast gro inh; calls as there; inhibition, %; mitochondrial fusion phenotypic screen, mutant strain inhibition
Insulin prom up cell count: second read-out of Insulin prom up, no call of its own (marks repeat the call); cell count; measured here: cytotoxicity, nuclei count;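 total cells summed across four imaged fields per well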
Hep lipid drop cells 6.5 µM: recorded beside Hep lipid drop, whose call it bears; cell count; measured here: cell count, cytotoxicity flag;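 cells counted across two imaged fields per well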
b-catenin transl cell count 5 µM: further read-out of b-catenin transl, marked with its call; cell count; measured here: cell count, cytotoxicity flag
T cell modulator vesicle-bound %: second read-out of T cell modulator, no call of its own (marks repeat the call); double positive events, %; measured here: CD8+ vesicle-bound cell fraction;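 binding gate set so that unloaded-vesicle control wells show 10% double positive cells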
MT stabilizer Hoechst-high %: also measured in MT stabilizer; calls as there; % Hoechst-high responders; measured here: nuclear condensation Hoechst responders;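 share of cells brighter than vehicle mean plus two SD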
MT stabilizer cytotoxicity %: recorded beside MT stabilizer, whose call it bears; toxicity, %; measured here: cytotoxicity by cell density;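 0% = mean cell density of plate MIN control wells and 100% = no cells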
Autophagy HCS cell loss 18 h: further read-out of Autophagy HCS, marked with its call; toxicity, %; measured here: cell loss, nuclei count;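 cell loss after 18 h compound exposure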
Myeloid diff MLP GFP+ MAC1+ %: also measured in Myeloid diff MLP; calls as there; GFP+ MAC1+ double positive, %; measured here: differentiation confirmed by MAC1 staining
Starred values were filed as active, the others as inactive; i = inactive; ? = inconclusive; . = no result given.

structure	Hep lipid drop	Hep lipid drop cells 6.5 µM	T cell modulator	T cell modulator vesicle-bound %	b-catenin transl	b-catenin transl cell count 5 µM	MT stabilizer	MT stabilizer Hoechst-high %	MT stabilizer cytotoxicity %	Autophagy HCS	Autophagy HCS cell loss 18 h	Myeloid diff MLP	Myeloid diff MLP GFP+ MAC1+ %	WT yeast gro inh	WT yeast gro inh mutant strain	Insulin prom up	Insulin prom up cell count	West Nile antiviral
CCC(Sc1nc(N)c(NC(=O)c2ccc(OC)c(OC)c2)c(=O)[nH]1)C(=O)OC (stereo not drawn)	.	.	i	15.1	-1.3	1132	2.9	3.6	7.0	i	22.1	i	1.6	-4.5	-4.5	1.76	1088	0.1%
CN(C)CCCN(C(=O)c1ccc(S(=O)(=O)N(C)C2CCCCC2)cc1)c1nc2ccc(F)cc2s1	24.1	716	i	22.7	.	.	.	.	.	.	.	i	0.6	.	.	.	.	?
COc1ccc(CNC(=O)c2ccc3oc(C(C)C)nc3c2)cc1	2.5	658	i	0.6	.	.	.	.	.	.	.	i	1.2	.	.	.	.	0.6%
O=C(CNC(=O)c1ccc([N+](=O)[O-])cc1)c1ccccc1	.	.	i	15.6	-0.2	1377	0.9	1.8	10.6	i	-10.4	i	6.4	12.1	-16.0	0.27	1600	0.3%
COC(=O)c1sc2nc(N)c(C#N)cc2c1N	-6.3	576	i	16.3	-0.9	458	2.9	1.7	5.3	i	0.2	i	0.2	-5.3	-0.9	-0.42	1126	0.1%
COc1ccc(NC(=O)CN2C(=O)NC3(CCCC3)C2=O)cc1OC	5.8	817	i	17.1	.	.	.	.	.	.	.	i	0.0	.	.	.	.	0.3%
O=C1C=C(NCc2ccccc2)C2(CCCCC2)O1	.	.	i	19.8	-2.6	972	3.4	1.9	4.4	i	9.0	i	1.1	-2.6	0.8	-0.3	1247	-0.2%
CC(C)NS(=O)(=O)c1ccc(OCC(=O)Nc2ccc(F)cc2)cc1	27.8	728	i	40.8	-0.6	1093	1.3	1.4	2.4	i	20.8	i	0.5	-1.1	6.7	-0.58	1137	0.4%
COc1cccc(-c2ccc(NC(=O)C3CCCN(Cc4cnn(C)c4C)C3)cc2)c1 (stereo not drawn)	3.7	640	i	22.6	.	.	.	.	.	.	.	?	.	.	.	.	.	0.1%
CC(C)(C)c1ccc(NC(=O)N2CCN(c3ccc([N+](=O)[O-])cn3)CC2)cc1	-3.2	629	i	49.4	1.6	1237	.	.	.	.	.	i	0.1	.	.	-0.43	1078	-1.0%
CN(C)/C=C1\SC(=S)N(c2ccc(F)cc2)C1=O	7.3	610	i	35.4	-0.5	1355	.	.	.	.	.	i	1.8	.	.	0.09	1031	?
COc1ccc(CCNc2nc(-c3ccncc3)cs2)cc1OC	-0.6	642	i	39.6	2.1	1291	.	.	.	.	.	i	0.7	.	.	-0.98	992	0.1%
Cc1cc(/C=C2\SC(=O)NC2=O)c(C)n1-c1ccc(N(C)C)cc1	-0.3	802	i	63.9	.	.	.	.	.	.	.	i	0.6	.	.	.	.	-0.6%
COc1ccc(C(=O)O)cc1S(=O)(=O)NCCN(C)C	31.9	715	i	27.3	-2.5	1134	.	.	.	.	.	i	0.6	.	.	-0.6	1354	0.1%
COC(=O)c1ccc(C2c3[nH]c4ccccc4c3C[C@H]3C(=O)N(C4CC4)CC(=O)N23)cc1 (stereo partly drawn)	0.9	658	i	60.3	.	.	.	.	.	.	.	i	0.6	.	.	.	.	0.8%
COCCNC(=S)N1CCN(C/C=C/c2ccccc2)CC1	-5.1	716	i	27.7	-1.3	1014	4.9	1.9	6.0	i	2.3	i	0.4	-2.0	3.8	0.04	1410	-0.9%
O=[N+]([O-])c1cccc(Cl)c1NCCNS(=O)(=O)c1ccccc1	.	.	i	43.0	5.3	1334	1.0	2.1	3.3	i	3.0	i	0.5	20.1	11.9	0.22	1204	-1.2%
Cc1cc2c(cc1C)/C(=C\C(N)=O)NC(C)(C)C2	-12.8	755	i	57.1	-0.1	1145	1.9	3.0	0.0	i	4.2	i	0.1	3.5	-12.2	0.45	1212	-0.1%
Cc1nc(NC(=O)C2CC2)sc1C(=O)Nc1ccccc1	3.5	768	i	11.4	.	.	.	.	.	.	.	i	0.1	.	.	.	.	-0.6%
CCCCCCCCn1c(=O)c(C(=O)OC)c(N)c2ccccc21	-56.1	676	i	31.1	1.7	1294	.	.	.	.	.	i	0.6	.	.	-0.29	1150	?
CCC12CC3CC(C1)CC(C(=O)Nc1nn[nH]n1)(C3)C2	16.6	717	i	36.8	-0.8	1095	3.4	2.8	4.9	i	4.2	i	0.1	6.7	9.9	0.33	1459	-0.1%
COc1cccc(C(=O)NCCCN2CCN(CCCNC(=O)c3cccc(OC)c3)CC2)c1	-12.4	681	i	39.8	1.0	446	3.0	2.1	11.4	i	2.0	i	0.5	-6.7	10.0	0.09	1129	1.6%
CCOC(=O)C1(C)NC(c2cccc(C)c2)C2C(=O)N(c3ccccc3)C(=O)C21 (stereo not drawn)	0.1	798	i	60.0	.	.	.	.	.	.	.	i	0.7	.	.	.	.	-0.2%
COc1ccccc1CNc1ccc(C(=O)O)cc1	20.6	866	i	35.2	.	.	1.6	2.1	7.6	i	2.2	i	0.5	4.3	8.9	-0.61	842	-0.2%
O=C(NCc1ccco1)c1cc(-c2ccccn2)nc2ccccc12	.	.	i	8.0	-6.2	1072	3.4	2.3	4.5	i	2.7	i	11.5	10.8	2.9	-0.52	1272	1.2%
CCOc1cc(C(=O)Nc2ccncc2)cc(OCC)c1OCC	3.7	710	i	17.5	-0.6	1489	2.4	1.6	1.6	i	-4.2	i	0.5	-8.6	-3.5	-1.94	1524	-1.1%
N#C/C(=C/c1ccc(-c2cc(C(=O)O)cc(C(=O)O)c2)o1)c1nc2ccccc2s1	-3.7	742	i	2.4	-2.0	1148	1.1	0.7	0.2	i	2.4	.	.	13.5	9.6	3.02*	1125*	-0.5%
CCOC(=O)c1ccc(NS(C)(=O)=O)cc1	-8.1	725	i	56.0	-0.8	1168	2.5	1.3	4.4	i	-7.4	i	1.2	4.1	-3.9	-0.42	923	1.1%
COc1ccc(NC(=O)CSc2nnc(Cc3cccn3C)n2-c2ccc(C)cc2)cc1OC	.	.	i	11.0	3.4	1530	2.5	4.6	1.9	i	-7.5	i	8.2	-17.1	-86.3	-1.41	1269	0.7%
Cc1c(O)ccc2c(CN3CCN(CCO)CC3)cc(=O)oc12	14.0	790	i	10.6	-2.1	542	3.3	3.9	9.8	i	21.0	i	0.7	2.6	-3.8	-0.72	1157	0.4%
CS(=O)(=O)N1CCc2cc(-c3csc(NC(=O)C(c4ccccc4)c4ccccc4)n3)ccc21	-7.0	782	i	60.6	-0.5	1293	1.9	1.7	6.7	i	-14.8	i	4.5	-19.4	-9.3	-1.62	859	0.4%
CCOC(=O)CNC(=O)CCCCCC(=O)NCC(=O)OCC	.	.	i	35.8	-7.1	1064	2.7	1.8	9.2	i	-4.7	i	0.6	16.2	34.4	-0.27	1261	-0.1%
O=Cc1sc(N2CCOCC2)nc1-c1ccccc1	0.8	657	i	34.9	5.4	815	2.8	2.2	4.3	i	14.4	.	.	-2.5	4.0	0.68	1518	0.0%
CC1CCCN(C(=O)C2(NC(=O)Nc3cccc(F)c3)CCCCC2)C1 (stereo not drawn)	1.3	683	i	47.8	-1.3	1099	2.3	2.8	11.1	i	-9.1	i	0.1	-8.4	-3.9	0.65	1203	0.4%
N#Cc1c(C(F)(F)F)cc(-c2cccs2)nc1SCc1cccnc1	.	.	i	31.0	.	.	42.1*	34.3*	43.9*	i	18.9	i	9.2	20.9	19.8	.	.	2.4%
Cc1cccc2cc(CN(CCc3ccccc3)C(=O)N3CCOCC3)c3nnnn3c12	.	.	i	38.4	-6.2	911	7.6	3.3	6.3	i	-0.3	i	1.2	0.6	-68.5	0.05	915	0.4%
CC12CCC(C(=O)Nc3ccccc3Br)(C/C1=N\O)C2(C)C (stereo not drawn)	.	.	i	34.2	.	.	2.0	1.7	2.3	i	-12.4	i	2.2	30.2	3.6	.	.	-0.6%
Cc1ccc(C)n1-c1ccc(C(=O)/C=C/N(C)C)cc1	12.0	693	i	65.9	-1.1	1136	3.7	4.2	7.8	i	8.3	i	0.4	-13.1	10.3	-1.14	1274	-0.8%
N#Cc1c(N)sc(=S)c2c1CCN(Cc1ccccc1)C2	4.2	601	i	45.8	-0.3	1114	.	.	.	.	.	.	.	23.7	21.3	.	.	-0.6%
C=CCn1c(N)c(S(=O)(=O)c2cccs2)c2nc3ccccc3nc21	-0.5	791	i	46.4	-0.7	983	3.0	1.8	8.9	i	3.3	i	1.0	-1.2	0.9	0.28	777	0.1%
COc1cc(/C=N/NC(=S)Nc2cccc(S(=O)(=O)N(C)C)c2)ccc1O	35.5	699	i	45.2	-4.5	558	4.5	3.1	3.4	i	2.1	i	0.6	1.8	-10.7	-0.23	1309	0.7%
CSc1ncc(CN2CCN(C3CCCC3)C(CCO)C2)cn1 (stereo not drawn)	-9.6	682	i	20.8	2.2	911	5.4	1.7	4.0	i	-15.9	i	0.2	0.4	-2.1	-0.71	1465	0.1%
CCOC(=O)C1CCN(C(=O)Cc2ccc(OC)c(OC)c2)CC1	.	.	i	27.4	0.0	1350	2.7	1.5	6.2	i	10.7	i	0.6	72.3*	1.2*	0.12	1387	0.1%
